PMK inhibit = S. pneumoniae PMK inhibitors, primary screen, biochemical, mevalonate pathway, pilot trial included. AID 539, 2006. inhibition, % at 10 µM. 65,000 tested, 0.49% active. purified PMK, PK/LDH-coupled NADH absorbance 340 nm;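 active = top-ranked compounds by inhibition in the single 10 µM screen, taking a fixed number of the strongest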;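 also: 0% = full reaction with DMSO carrier and 100% = background rate without enzyme reaction; no value below 0 was filed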
TNAP inhibition = human TNAP enzyme inhibitors, biochemical, luminescent (AID 518) | 64,000 tested, 0.09% active | purified TNAP enzyme, luminescent substrate readout; higher % means a stronger effect | inhibition, % at 20 µM, or IC50 in µM where a hit was titrated; in the data active = a potency from the dose series; inactive = the rest, 99 in 100 with inhibition below about 22%;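 also: plate controls were vehicle for no effect and reference inhibitor for full effect; many of its hits are not listed in these tables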
HT1080 cytotoxicity = cytotoxicity in HT1080 fibrosarcoma cells, cell-based, fluorescence readout (AID 620); HT1080 viability, fluorescence; higher % means a stronger effect; cytotoxicity, % at 10 µM; hits with a dose series show EC50 in µM; 87,000 tested, 0.42% active;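 also: cells exposed to compound overnight then 4 h with Alamar Blue; 0% = vehicle DMSO and 100% = killing control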
Spn DPM-DC inh = S. pneumoniae DPM-DC inhibitors, primary screen, biochemical, PK/LDH-coupled NADH fluorescence; calls only at 10 µM; 65,000 tested, 0.49% active; AID 556, 2006; purified DPM-DC; diphosphomevalonate decarboxylase (Streptococcus pneumoniae D39);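 active = the 320 compounds with the highest percent inhibition in the single-dose primary screen, excluding strongly autofluorescent ones, cut at about 32% in these data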;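 also: kinetic rate of NADH fluorescence loss reporting ADP formed by the decarboxylase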
Bfl-1 inhibitors = Bfl-1 inhibitors, primary screen, biochemical, fluorescence polarization, FITC-Bid, mouse (AID 432); Bcl-2-related protein A1 (Mus musculus); 64,000 tested, 0.02% active; displacement, % at 20 µM, or IC50 in µM where a hit was titrated; FITC-Bid BH3 peptide fluorescence polarization displacement; higher % means a stronger effect; in the data active = a potency from the dose series; inactive = the rest, 99 in 100 with displacement below about 15%; also: strong numbers were not always called active
HPDE-C7K KRASV12 = cytotoxicity in KRAS-transformed pancreatic duct cells, primary screen, cell-based, fluorescence, HTS (AID 431); one-dose cytotoxicity, % at 10 µM; EC50 in µM for titrated hits; HPDE-C7K KRASV12 cells, Alamar Blue viability, 48 h; higher % means a stronger effect; 63,000 tested, 1.7% active;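 active = compounds whose percent cytotoxicity in the single-dose primary screen, scaled between solvent and toxic-drug controls, exceeds 50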;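 also: 0% = DMSO solvent wells and 100% = doxorubicin-treated wells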
LYP phosphatase = LYP phosphatase inhibitors, primary screen, biochemical, DiFMUP fluorescence, recombinant catalytic domain, 10 µM (AID 606); recombinant LYP catalytic domain, DiFMUP fluorescence; higher % means a stronger effect; Tyrosine-protein phosphatase non-receptor type 22 (Homo sapiens); one-dose inhibition, % at 10 µM; IC50 in µM for titrated hits; 52,000 tested, under 10 active;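 active = IC50 under 40 µM in the dose-response test; inactive = IC50 of 40 µM or more, or never dose-tested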
HPDE-C7 cytotoxicity = cytotoxicity in HPDE-C7 cells, cell-based, fluorescence, HTS (AID 430) | 63,000 tested, 1.8% active | one-dose cytotoxicity, % at 10 µM; EC50 in µM for titrated hits | HPDE-C7 pancreatic duct cells viability, fluorescence; higher % means a stronger effect;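 also: cells exposed to compound for 48 hours before viability readout; 0% = vehicle and 100% = reference cytotoxic drug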
MK inhibit = S. pneumoniae MK inhibitors, primary screen, biochemical, PK/LDH-coupled NADH absorbance; inhibition, % at 10 µM; purified MK, PK/LDH-coupled NADH absorbance 340 nm; 65,000 tested, 0.48% active; mevalonate kinase [Streptococcus pneumoniae D39];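 active = ranked among the strongest by inhibition in the single 10 µM screen, a fixed top-ranked set picked for dose follow-up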; also: no value below 0 was filed
PMK inhibit pilot replicates = second read-out of PMK inhibit, no call of its own (marks repeat the call); inhibition, %; measured here: pilot screen replicates
MK inhibit pilot replicates = further read-out of MK inhibit, marked with its call; inhibition, %; measured here: pilot screen replicates
Spn DPM-DC inh pilot screen % = recorded beside Spn DPM-DC inh, whose call it bears; inhibition, %; measured here: pilot screen trials
Active calls of the source: *; i = inactive; nt = no result given. Rule as the data show it, unless noted: active = cytotoxicity above about 50%; inactive = the rest.

SMILES	PMK inhibit	TNAP inhibition	HT1080 cytotoxicity	Spn DPM-DC inh	Bfl-1 inhibitors	HPDE-C7K KRASV12	LYP phosphatase	HPDE-C7 cytotoxicity	MK inhibit	others
COc1ccc(OCC(O)Cn2c(=N)n(CCN3CCCCC3)c3ccccc32)cc1 (stereo unspecified)	13	-8%	2%	i	2%	31%	-4%	5%	4
Cc1ccc(S(=O)(=O)N2CCCC2C(=O)O)cc1 (stereo unspecified)	0	5%	-1%	i	5%	-23%	nt	-5%	0
CC(C)(C)n1nnnc1C(c1ccccc1)N1CCc2ccccc2C1 (stereo unspecified)	9	12%	1%	i	0%	-5%	-7%	-6%	0	PMK inhibit pilot replicates=2.0;MK inhibit pilot replicates=0.0;Spn DPM-DC inh pilot screen %=2.0
O=C(CSc1nnc(-c2ccco2)n1CC1CCCO1)c1ccccc1 (stereo unspecified)	14	6%	-15%	i	12%	-12%	nt	-10%	0
O=C1c2ccccc2C(=O)N1c1ccccc1S(=O)C(F)(F)F (stereo unspecified)	12	8%	-6%	i	0%	-9%	nt	4%	1
CCOc1ccc(OCC)c(NC(=O)CSc2nc3ccccc3c(=O)n2C)c1	2	14%	-4%	i	1%	17%	nt	14%	5
CN(C)c1ccc(CNn2cnnc2)cc1	1	14%	-1%	i	2%	0%	0%	8%	6	PMK inhibit pilot replicates=1.5;MK inhibit pilot replicates=0.5;Spn DPM-DC inh pilot screen %=0.5
Cc1ccc2c(c1)[nH]c1c(=O)n(CCCN3CCOCC3)cnc12	4	15%	-16%	i	-6%	-21%	nt	-26%	1
COc1ccc(CCNC(=O)C2CCCN(S(=O)(=O)c3cccc4nonc34)C2)cc1OC (stereo unspecified)	18	11%	nt	i	-1%	-14%	3%	-22%	0
CCOCC(=O)Nc1cccc(NC(C)=O)c1	0	11%	2%	i	-2%	-4%	5%	-4%	1
Cc1ccccc1OCC(=O)NCCN(C)C	9	7%	-1%	i	-12%	-5%	1%	-13%	20
COCc1[nH]nc2c1C1(CCSCC1)C(C#N)=C(N)O2	8	10%	0%	i	4%	nt	5%	nt	12
CCN(CC)S(=O)(=O)c1ccc(-c2nnc(SCC(=O)c3ccc(OC)cc3)o2)cc1	12	7%	8%	i	-7%	-10%	14%	-7%	8
Cc1c(N=Cc2ccncc2)c(=O)n(-c2ccccc2)n1C	0	7%	18%	i	-9%	10%	7%	9%	2
CN(C)c1ccc(C(=S)N2CCN(c3ccccc3)CC2)cc1	7	10%	-14%	i	-5%	nt	13%	nt	6
COc1cc(C)c(S(=O)(=O)N2CCN(C)CC2)cc1C	5	12%	0%	i	3%	8%	9%	5%	7
Nc1nc(N2CCOCC2)nc(N(c2ccccc2)c2ccccc2)n1	0	8%	2%	i	3%	-4%	1%	-7%	0
COc1ccc(S(=O)(=O)N2CCCC(C(=O)Nc3cccnc3)C2)cc1Cl (stereo unspecified)	2	0%	-1%	i	-3%	-22%	4%	-21%	8
CCOC(=O)C1=C(C)NC(=O)NC1c1ccc(OC)c(Cl)c1 (stereo unspecified)	7	11%	2%	i	4%	1%	14%	-2%	11
COc1cccc(-n2c(=O)[nH]cc(C(=O)Nc3ccc(NC(C)=O)cc3)c2=O)c1	12	11%	-6%	i	6%	-7%	nt	-16%	8
Cc1occc1-c1nnc(SCC(=O)N2CCc3ccccc32)o1	8	11%	-1%	i	5%	6%	15%	2%	0	PMK inhibit pilot replicates=0.0;MK inhibit pilot replicates=0.0;Spn DPM-DC inh pilot screen %=0.0
CC(CNS(=O)(=O)c1cc(Cl)ccc1Cl)CN(C)C (stereo unspecified)	0	-2%	-3%	i	-1%	7%	-7%	6%	0
Cc1ccccc1Cn1nc(C)c(NC(=O)c2nc3n(n2)C(C(F)F)CC(C)N3)c1C (stereo unspecified)	5	6%	9%	i	-8%	1%	nt	4%	12
CC(=O)N1CSCC1C(=O)N1CCN(c2ccc(N3CCOCC3)nn2)CC1 (stereo unspecified)	13	12%	-2%	nt	-1%	-1%	4%	4%	10
CSCCC(NC(N)=O)C(=O)NCc1ccccc1Cl (stereo unspecified)	5	1%	-3%	i	6%	-4%	0%	0%	0
O=C(NCCSc1c[nH]c2ccccc12)c1ccco1	5	16%	3%	i	-2%	7%	4%	7%	0	PMK inhibit pilot replicates=2.0;MK inhibit pilot replicates=3.0;Spn DPM-DC inh pilot screen %=0.0
Cn1c(=O)n(CCOc2ccccc2Cl)c2ccccc21	13	9%	-18%	i	-8%	-5%	nt	-5%	11
CN1C(=O)N(C)C2C1NC(=O)N2C (stereo unspecified)	18	5%	7%	i	-7%	-3%	nt	-2%	14
Cc1cc2ccccc2c(=O)n1CC(=O)NCC(=O)N1CCN(c2ccccc2)CC1	9	11%	1%	i	-3%	nt	-1%	nt	6
Clc1ccc(COc2ccccn2)c(Cl)c1	0	18%	-8%	i	-4%	-8%	10%	7%	0
CCOCC(=O)Nc1ccc(F)c(F)c1	0	4%	9%	i	1%	-7%	8%	-19%	9
O=C1CCCC2=C1C(O)(C(F)(F)F)C(=O)N2Cc1ccccc1 (stereo unspecified)	13	0%	-6%	i	-10%	-5%	nt	9%	6
Cc1n[nH]c(C)c1S(=O)(=O)N1CCN(C2CCCCC2)CC1	4	19%	nt	i	9%	-10%	-2%	-5%	1
CC(CN1CCCCC1)OC(=O)Cc1ccc(Cl)cc1 (stereo unspecified)	3	5%	-7%	i	-8%	6%	6%	-2%	6
c1ccc(OCCCc2nc(-c3cccnc3)no2)cc1	8	6%	3%	i	-4%	5%	-5%	7%	14
O=C1CC(c2ccc3c(c2)OCO3)C2=C(CCCC2=O)N1 (stereo unspecified)	11	2%	-2%	i	-1%	-9%	nt	-6%	0
Cc1cc(NC(=O)c2cccc(F)c2)ncc1NC(=O)c1ccco1	10	4%	9%	i	-7%	2%	nt	2%	7
CCn1c(SCC(=O)Nc2ccc(NC(C)=O)cc2)nnc1C1CC1	19	4%	3%	i	-4%	-10%	nt	-1%	7
Nc1nc(-c2cccnc2)nc(N2CCCCC2)n1	12	4%	2%	i	7%	nt	13%	nt	8
O=C(CN(CC1CCCO1)C(=O)Cn1nnc(-c2ccc(F)cc2)n1)NC1CCCCC1 (stereo unspecified)	6	8%	-2%	i	-3%	1%	-6%	-15%	13
COc1ccc(Br)cc1S(=O)(=O)N1CCN=C1C	1	8%	-4%	i	0%	6%	0%	8%	4
[N-]=[N+]=CC(=O)c1ccnc(C(=O)C=[N+]=[N-])c1	6	10%	3%	i	14%	-12%	4%	-6%	0
CCn1cc(C(=O)NCCCN2CCC(C)CC2)c2cc(OC)c(OC)cc2c1=O	2	2%	-1%	i	0%	-2%	3%	-2%	1
CCOC(=O)c1cc2oc(C(c3nnnn3C3CCCCC3)N3CCOCC3)cc2[nH]1 (stereo unspecified)	0	6%	-9%	i	-3%	-8%	nt	-18%	3
COc1cc(C(=O)Nc2oc(-c3ccccc3)c(-c3ccccc3)c2C#N)cc(OC)c1OC	4	16%	0%	i	2%	43%	4%	30%	0
CCOC(=O)CCSc1nc(C)c2ccccc2n1	9	7%	-4%	i	0%	nt	14%	nt	0
Cc1c[nH]c2cccc(OCC(O)CNC(C)(C)C)c12 (stereo unspecified)	5	5%	6%	i	-10%	-4%	-15%	4%	12	PMK inhibit pilot replicates=1.5;MK inhibit pilot replicates=0.0;Spn DPM-DC inh pilot screen %=3.5
O=C(NCc1ccco1)C1(S(=O)(=O)c2ccc(Cl)cc2)CC1	7	11%	-2%	i	-5%	-6%	5%	-14%	2	PMK inhibit pilot replicates=0.0;MK inhibit pilot replicates=3.5;Spn DPM-DC inh pilot screen %=1.0
C#CCOc1ccc2c(C)cc(=O)oc2c1	7	16%	3%	nt	-10%	17%	-1%	4%	8
COc1ccc(N(CC(=O)NC2CCCCC2)C(=O)CCCC(=O)Nc2ccccn2)c(OC)c1	13	6%	-4%	i	-1%	-25%	17%	-7%	0
O=S(=O)(c1ccc2oc3ccc(S(=O)(=O)N4CCCC4)cc3c2c1)N1CCCC1	10	12%	-2%	i	3%	-5%	5%	2%	8
O=S(=O)(c1ccc2c(c1)nc1n2CCC1)N1CCOCC1	6	2%	12%	i	-3%	19%	4%	31%	3	PMK inhibit pilot replicates=0.0;MK inhibit pilot replicates=2.0;Spn DPM-DC inh pilot screen %=0.0
c1ccc(COc2cccc(CNn3cnnc3)c2)cc1	3	6%	2%	i	0%	-14%	-4%	-4%	11
CC1CCN(S(=O)(=O)c2ccc(S(=O)(=O)NCC(=O)C(C)(C)C)cc2)CC1	0	17%	-4%	i	-5%	3%	1%	6%	0	PMK inhibit pilot replicates=3.0;MK inhibit pilot replicates=0.0;Spn DPM-DC inh pilot screen %=1.5
C(=N\C(/N=C/c1ccco1)c1ccco1)/c1ccco1	0	1%	-3%	i	10%	6%	0%	-6%	0
CCc1nnc(NC(=O)C2CC(=O)N(CCc3ccccc3)C2)s1 (stereo unspecified)	19	9%	12%	i	-6%	-7%	18%	-9%	0
C=CCn1c(-c2ccc(OC)cc2)nc2ccccc21	7	9%	-7%	i	9%	-7%	0%	-13%	2	PMK inhibit pilot replicates=2.0;MK inhibit pilot replicates=2.0;Spn DPM-DC inh pilot screen %=0.0
N#Cc1ccccc1S(=O)(=O)N1CCN(c2ccc(S(=O)(=O)N3CCOCC3)cn2)CC1	0	3%	-4%	i	-1%	-14%	-13%	-12%	1
COc1ccc(S(=O)(=O)NCC(=O)N(CC(=O)NCC2CCCO2)c2ccccc2C)cc1 (stereo unspecified)	18	11%	-14%	i	-2%	2%	0%	0%	8	PMK inhibit pilot replicates=4.5;MK inhibit pilot replicates=0.5;Spn DPM-DC inh pilot screen %=0.5
CCOc1ccc(S(=O)(=O)Nc2cccc(C(=O)N3CCN(c4ccc(OC)cc4)CC3)c2)cc1	13	9%	-6%	i	0%	5%	0%	2%	4
COc1ccc(OC)c(S(=O)(=O)Nc2ccc(C(N)=O)cc2)c1	1	7%	0%	i	-9%	4%	4%	7%	7	PMK inhibit pilot replicates=0.5;MK inhibit pilot replicates=2.0;Spn DPM-DC inh pilot screen %=1.5
Cc1ccc(S(=O)(=O)NCCSc2nnnn2C)cc1	10	11%	-13%	i	1%	nt	18%	nt	10

In the list so far, these have a CF3 group:
SMILES	PMK inhibit	TNAP inhibition	HT1080 cytotoxicity	Spn DPM-DC inh	Bfl-1 inhibitors	HPDE-C7K KRASV12	LYP phosphatase	HPDE-C7 cytotoxicity	MK inhibit	others
O=C1c2ccccc2C(=O)N1c1ccccc1S(=O)C(F)(F)F (stereo unspecified)	12	8%	-6%	i	0%	-9%	nt	4%	1
O=C1CCCC2=C1C(O)(C(F)(F)F)C(=O)N2Cc1ccccc1 (stereo unspecified)	13	0%	-6%	i	-10%	-5%	nt	9%	6
